Bim-Bcl-2: human Bim-Bcl-2 interaction inhibition. inhibition, % at 10 µM. AID 950. hit rate 0.06% among 190,000. Bead-based flow cytometry, Bim peptide-Bcl-2 binding; in the data active means inhibition above about 40%; inconclusive means no clear call, values can overlap the other calls;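 further: 0% = no compound wells with probe peptide and 100% = reference peptide inhibitor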
Target sequence (P10415 whole entry, looked up): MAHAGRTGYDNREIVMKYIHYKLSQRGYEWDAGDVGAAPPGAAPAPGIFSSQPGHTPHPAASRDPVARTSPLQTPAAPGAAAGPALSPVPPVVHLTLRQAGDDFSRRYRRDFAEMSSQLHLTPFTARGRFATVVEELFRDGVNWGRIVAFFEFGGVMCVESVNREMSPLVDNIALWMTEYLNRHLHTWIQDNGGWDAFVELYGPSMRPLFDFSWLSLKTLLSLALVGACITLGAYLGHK
Rac1 mut GTP: modulators of GTP binding to human Rac1 activated mutant; P63000; GST-Rac1 activated beads, fluorescent GTP binding, flow cytometry; actives lie on both sides; 100% means binding = to untreated wells; percent activity (GTP binding), % at 10 µM; hit rate 0.11% among 190,000; AID 764;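 active means GTP binding at least 20 percentage points away from the 100% baseline, in either direction, so actives lie on both sides; inconclusive means Compound likely fluorescent itself, or too few beads counted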
Bim-Bcl-W: inhibitors of Bim-Bcl-W interaction, human; inhibition, % at 10 µM; bead-based flow cytometry, Bim peptide-Bcl-W binding; Q92843; hit rate 0.02% among 190,000;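 further: 0% = bound tracer without compound and 100% = peptide blocker; higher means less fluorescent Bim peptide bound to Bcl-W beads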
Target sequence (Q92843 whole entry, looked up): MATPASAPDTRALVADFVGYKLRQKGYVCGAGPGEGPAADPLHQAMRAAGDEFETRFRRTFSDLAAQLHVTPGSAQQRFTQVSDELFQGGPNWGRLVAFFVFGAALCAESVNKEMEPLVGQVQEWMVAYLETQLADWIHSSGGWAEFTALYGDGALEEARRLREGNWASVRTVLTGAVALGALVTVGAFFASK
Rab2A wt mod: changes GTP binding to wildtype dog Rab2A, up or down. P61105. GST-Rab2 wt beads, Bodipy-GTP binding, flow cytometry. GTP binding activity, % at 10 µM. hit rate 0.19% among 190,000. AID 760;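 active means GTP binding activity at least 20 points away from 100%, either lowered or raised; inconclusive means signal likely due to the compound's own green fluorescence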;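 further: 0% = beads with excess unlabeled GTP and 100% = no-compound control corrected for plate trend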
Bim-Bfl-1: human Bim-Bfl-1 interaction inhibition. Q16548. Bead-based flow cytometry, Bim-Bfl-1 binding inhibition. inhibition, % at 10 µM. hit rate 0.12% among 190,000;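 further: 0% = wells without compound plus tracer and 100% = blocker peptide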
Bim-Bcl-XL: human Bim-Bcl-XL interaction inhibition; Bim peptide-Bcl-XL binding, bead flow cytometry, fluorescence; inhibition, % at 10 µM; hit rate 0.04% among 190,000; AID 1007
Bim-Bcl-B: human Bim-Bcl-B interaction inhibition | Q9HD36 | bead-based flow cytometry, Bim peptide-Bcl-B binding | inhibition, % at 10 µM | hit rate 0.073% among 190,000;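 further: 0% = tracer peptide without compound and 100% = reference inhibitor peptide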
Target sequence (Q9HD36 whole entry, looked up): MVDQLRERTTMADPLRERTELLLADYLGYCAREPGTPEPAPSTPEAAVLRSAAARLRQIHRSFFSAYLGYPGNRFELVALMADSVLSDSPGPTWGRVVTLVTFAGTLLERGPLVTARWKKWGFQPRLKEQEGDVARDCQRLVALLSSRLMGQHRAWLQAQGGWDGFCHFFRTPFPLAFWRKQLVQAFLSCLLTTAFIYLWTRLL
Rac1 wt GTP bind: human Rac1 wildtype GTP binding, inhibitors and activators; P63000; GST-Rac1 beads, fluorescent GTP binding, flow cytometry; actives lie on both sides; 0 = cold GTP competed, 100 = untreated; GTP binding activity (% of control), % at 10 µM; hit rate 0.27% among 190,000; AID 757;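 active means GTP binding activity at least 20 points away from the 100% control level, either lower or higher; inconclusive means compound flagged as likely green fluorescent, judged across all proteins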
HRas wt GTP bind: human HRas wildtype GTP binding, change in either direction; P01112; GST-Ras wt beads, Bodipy-FL-GTP binding, flow cytometry; actives lie on both sides; GTP binding activity, % at 10 µM; hit rate 0.14% among 190,000;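 active means GTP binding activity at least 20% away from the 100% baseline, either lowered as inhibitor or raised as activator; inconclusive means flagged as likely green fluorescent, judged across all proteins in the well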;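 further: 0% = unlabeled GTP competition control and 100% = no-compound control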
Target sequence (P01112 whole entry, looked up): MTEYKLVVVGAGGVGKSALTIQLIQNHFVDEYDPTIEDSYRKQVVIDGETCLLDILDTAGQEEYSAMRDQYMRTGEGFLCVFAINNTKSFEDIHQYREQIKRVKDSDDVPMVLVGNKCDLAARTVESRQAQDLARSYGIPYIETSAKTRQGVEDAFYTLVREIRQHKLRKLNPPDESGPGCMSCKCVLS
Rab7 wt modul: alters GTP binding to wildtype dog Rab7; GST-Rab7 beads, fluorescent GTP binding, flow cytometry; actives lie on both sides; untreated = 100%, excess cold GTP = 0%; AID 758; hit rate 0.055% among 190,000; GTP binding activity (percent of control), % at 10 µM;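 active means fluorescent GTP binding to Rab7 beads changed by at least 20 points from the 100% baseline, either direction, mostly lower; inconclusive means compound itself probably fluorescent, or too few beads counted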;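 further: median green fluorescence of bound Bodipy-FL-GTP per Rab7 bead population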
Cdc42 wt: changes GTP binding to wildtype human Cdc42; GST-Cdc42 beads, Bodipy-GTP binding, flow cytometry; actives lie on both sides; percent activity (GTP binding), % at 10 µM; hit rate 0.2% among 190,000; P60953;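 active means percent activity GTP binding at least 20 points away from the 100% baseline, either down as inhibitor or up as activator; inconclusive means compound flagged as likely green fluorescent from well-wide comparison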;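 further: median bead fluorescence of bound Bodipy-FL-GTP at 100 nM; 0% = excess unlabeled GTP control and 100% = no compound control; below 100% means less GTP binding so inhibitor and above means activator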
* marks the source's active call; other numbers are inactive results; ? = inconclusive. Unless noted, no stated cut-off is given here; in the data, active means inhibition above about 40%.

#	Bim-Bcl-2	Bim-Bfl-1	Rac1 wt GTP bind	Bim-Bcl-B	Bim-Bcl-W	HRas wt GTP bind	Rac1 mut GTP	Rab7 wt modul	Rab2A wt mod	Cdc42 wt	Bim-Bcl-XL	SMILES
1	-5	-9	100	-4	-3	100	99	98	102	101	-4	O=C1CCc2cc(S(=O)(=O)N3CCC(C(=O)NCCC4=CCCCC4)CC3)ccc2N1
2	-7	-16	103	-7	0	99	99	101	101	100	-3	O=C(c1ccc(F)cc1)N1CCC(N2CCOCC2)CC1
3	-3	0	102	-5	-1	98	96	94	98	94	-7	CCCNC(=O)c1cc2ccccc2c(=O)o1
4	-2	2	96	-8	-3	95	95	100	95	95	-3	O=S(=O)(c1cccc(Cl)c1Cl)N1CCN(C(=S)NCCCN2CCOCC2)CC1
5	-6	-5	102	-7	-1	99	98	97	95	97	-7	CCC(=O)N1CCN(c2ccc(NC(=S)NC(=O)C(C)C)cc2)CC1
6	-5	-9	99	-9	-1	101	95	100	99	98	-1	O=C1c2ccncc2C(=O)N1CNc1ccc(Cl)cc1
7	0	-3	103	-2	0	101	99	102	100	98	-1	CC(C)C(NC(=O)OCc1ccccc1)C(=O)OCC(=O)NC1CC1 (stereo not given)
8	4	-2	100	-1	-2	102	99	99	100	101	0	CCc1nnc(NC(=O)c2c(C)nn(-c3ccccc3)c2Cl)s1
9	0	-2	100	0	0	101	98	108	100	99	1	COCC(C)NCc1ccc(OC)c(Br)c1 (stereo not given)
10	1	-2	99	0	0	96	98	94	95	96	0	C#CCOCCOCCOCCNc1nc(N2CCN(C(=O)[C@H](CCCCN)n3cc([C@@H](N)CO)nn3)CC2)nc(N2CCN(C(=O)[C@H](Cc3cc4ccccc4[nH]3)n3cc([C@@H](N)CC(C)C)nn3)CC2)n1
11	1	-1	106	0	2	101	97	98	100	100	-1	Nc1nc(NC(=O)c2ccccc2)nn1-c1ccccc1
12	-1	-1	97	0	-2	98	97	98	98	97	-2	O=C(CCCN1C(=O)c2ccccc2C1=O)NCCC1=CCCCC1
13	1	1	105	-2	0	100	100	104	102	101	0	O=C(Nc1ccccc1[N+](=O)[O-])c1cccnc1Cl
14	-11	-11	105	-13	-5	102	100	103	102	100	-8	Cc1[nH]c2c(Cl)cccc2c1CCNC(=O)C1CCCCC1C(=O)OCC(F)(F)F (stereo not given)
15	-4	-1	105	-6	-5	100	99	103	101	102	-2	Cc1ccc(S(=O)(=O)N2CCC(=O)N(C(COCc3ccc(Cl)c(Cl)c3)Cc3ccccc3)CC2)cc1 (stereo not given)
16	4	14	96	-9	1	91	97	96	89	92	0	CCOC(=O)c1c(C)[nH]c(C2=NNC(=NC3CC3)SC2)c1C
17	-2	-7	97	-2	0	97	94	105	98	93	-2	CCOC(=O)Cc1nnc(-c2ccccc2)o1
18	-9	-17	101	-14	-6	98	99	101	98	100	-12	CCc1nc(C#N)c(N2CCOCC2)o1
19	-2	-2	103	-3	-1	100	100	96	102	102	-2	CN1CCN(CC#CC(C)(O)C2CC3C=CC2C3)CC1 (stereo not given)
20	-10	-5	103	-4	-5	102	105	101	101	102	-5	CCOC(=O)c1nn(-c2ccccc2C)c2nc(Nc3ccccc3)cc(=O)n12

More results follow.
#	Bim-Bcl-2	Bim-Bfl-1	Rac1 wt GTP bind	Bim-Bcl-B	Bim-Bcl-W	HRas wt GTP bind	Rac1 mut GTP	Rab7 wt modul	Rab2A wt mod	Cdc42 wt	Bim-Bcl-XL	SMILES
21	-10	-13	100	-8	-1	99	100	97	99	101	3	CCOC(=O)c1cccc(NC(=O)CSc2nnc(CNc3ccc(C)cc3)n2CC)c1
22	0	1	98	-3	0	100	97	101	101	101	0	O=C(NCCCN1CCC(Cc2ccccc2)CC1)C1CCN(S(=O)(=O)N2CCOCC2)CC1
23	-3	1	94	-1	-3	95	97	95	97	94	0	CCOc1ccccc1NC1=CC(=O)CC(c2ccccc2)C1 (stereo not given)
24	-10	-11	99	-7	-4	99	96	96	98	100	3	COc1ccc(NC(=O)N2CCc3ccccc32)cc1
25	1	0	102	-1	0	102	101	103	101	102	0	COCc1nc2ccccc2n1CCOc1ccccc1OC
26	0	-1	102	-3	-4	102	98	103	100	100	-4	COc1cc(C(=O)NCCC(=O)NCCCN2CCCCC2)cc(OC)c1OC
27	-2	-1	100	0	0	98	96	96	96	99	3	CN(c1ccccc1C(=O)O)S(=O)(=O)c1ccc2c3c(cccc13)C(=O)N2
28	0	-1	101	-1	0	99	98	95	98	101	-3	CCCc1nn(C(=O)c2ccccc2)c2c1C(=O)CC(C)(C)C2
29	-2	-3	?	0	-13	?	?	?	?	?	-15	Cc1[nH]c2ccccc2c1CCNC(=O)c1c(N)no[n+]1[O-]
30	-4	-5	98	-1	-4	101	95	103	97	94	0	O=C(CCc1ccccc1)N/N=C/c1cccc(O)c1
31	-3	-2	101	0	0	100	98	100	98	102	-1	Cc1ccc(S(=O)(=O)c2c(N)n(CCN3CCOCC3)c3nc4ccccc4nc23)cc1C
32	-2	-2	100	2	2	100	99	100	101	100	0	CC(C)(C)N(NC(=O)Nc1ccc(Cl)cc1)C(=O)c1ccccc1
33	2	0	95	-3	-2	93	96	95	92	96	-1	COC(=O)N/N=C/c1ccc(-c2ccc(Cl)c(Cl)c2)o1
34	-7	-16	104	-8	-4	100	98	100	98	100	-8	O=C(CSc1nc(C2CC2)nc2ccccc12)N1CCc2ccccc2C1
35	-1	0	105	-3	-3	100	101	98	98	100	-2	CC(CN(C)Cc1ccccc1)OC(=O)c1cccc(F)c1 (stereo not given)
36	-1	0	102	0	0	103	101	102	102	104	0	CCC(=O)N1CCc2cc(S(=O)(=O)NCCCOC)ccc21
37	-6	-11	101	-15	-7	101	100	103	97	103	-10	CSCCC(NC(=O)c1cc([N+](=O)[O-])ccc1Cl)C(=O)O (stereo not given)
38	0	-4	102	-4	2	100	97	99	97	100	0	CCc1nnc(NC(=O)C2CCN(S(=O)(=O)c3ccc(C)cc3)CC2)s1
39	0	-2	98	-6	-1	94	91	95	95	98	-1	O=C(OC1CCOC1=O)c1ccc(N2CCCC2)c([N+](=O)[O-])c1 (stereo not given)
40	-3	-6	103	-6	-5	100	99	99	100	104	-8	COc1ccc(CNc2ccc(S(N)(=O)=O)cc2)cc1

Next entries:
#	Bim-Bcl-2	Bim-Bfl-1	Rac1 wt GTP bind	Bim-Bcl-B	Bim-Bcl-W	HRas wt GTP bind	Rac1 mut GTP	Rab7 wt modul	Rab2A wt mod	Cdc42 wt	Bim-Bcl-XL	SMILES
41	0	-1	97	-1	-1	97	94	98	95	97	0	CCN(C(=O)CSc1nnc(Cc2cccc3ccccc23)n1N)C1CCS(=O)(=O)C1 (stereo not given)
42	-8	-8	102	-6	0	98	99	98	98	102	-3	CCCC(c1nnnn1CCC(C)C)N1CCC(C(N)=O)CC1 (stereo not given)
43	-4	-2	96	-7	2	100	95	104	96	101	-4	COc1ccc(C(CNC(=S)NCc2ccccc2)N2CCCC2)cc1 (stereo not given)
44	0	-1	99	2	1	101	98	98	98	100	0	NC(=O)CNC(=O)[C@@H]1CC2(CC(c3ccc(Cl)cc3)=NO2)CN1C(=O)c1ccccc1 (stereo not given in full)
45	-3	1	96	0	-1	96	94	98	98	95	1	COc1ccc(C2=NOC(C(=O)Nc3c(C)n(C)n(-c4ccccc4)c3=O)C2)cc1OC (stereo not given)
46	-6	4	111	-5	-1	101	99	104	103	103	-6	CC(=O)Nc1ccc(N/C=C/C(=O)c2ccco2)cc1
47	-5	-1	105	2	0	102	101	103	102	104	0	CC1(CCc2ccccc2)NC(=O)N(Cc2nnc(-c3ccccc3Br)o2)C1=O (stereo not given)
48	-4	-9	102	-5	2	100	100	98	100	102	-10	COC(=O)c1ccc(C)c(NS(=O)(=O)c2ccc(OC)cc2)c1
49	-5	-6	100	-3	1	100	98	98	97	100	-2	CC(C)(C)NC(=O)NC(=O)CSc1ncc(C(F)(F)F)cc1Cl
50	-13	-12	110	-6	0	105	103	101	104	103	-5	Cn1c(=O)c2c(nc(CN3CCN(C(=O)c4ccco4)CC3)n2CCCc2ccccc2)n(C)c1=O
51	-3	-6	91	0	-2	93	91	93	93	92	0	CSc1nnnn1-c1ccc(Cl)cc1
52	-2	-3	103	-5	-1	100	99	97	99	101	0	COc1ccc(NC(C)=O)c(C)c1
53	-8	-11	98	-9	0	96	96	99	94	96	-3	COc1ccc(-c2cn3c(C)c(C(=O)Nc4cccc(C)n4)sc3n2)cc1
54	-6	-2	98	-2	0	99	94	103	100	95	0	Cc1ccc(CC(=O)NC2CCSC2=O)cc1 (stereo not given)
55	-3	-1	98	-3	0	100	98	103	102	98	-4	COc1cc(CNCCc2ccccc2)ccc1OCC(=O)NC(C)(C)C
56	0	0	97	0	-1	99	95	101	100	98	0	O=C(O)CCCCCn1c(SCC(=O)N2CCCC2)nc2ccsc2c1=O
57	1	-1	101	-3	-4	98	95	102	96	99	-5	CCCn1c(=O)c(C(=O)Nc2ccccc2)c(O)c2ccccc21
58	0	1	105	-7	-1	98	99	96	97	99	-6	COc1ccc(/C=C/C(=O)NCc2cccnc2)cc1
59	-5	-1	105	-4	-1	102	99	100	97	102	-3	CCN(CC)S(=O)(=O)c1ccc(NC(=O)COC(=O)CNS(=O)(=O)/C=C/c2ccccc2)cc1
